CAL PDZ FP-1 – CAL PDZ peptide-binding inhibitors, primary screen, biochemical, fluorescence polarization, Cer-tagged CAL PDZ, HTS | purified CAL PDZ, TMR-peptide fluorescence polarization, 1 h | inhibition, % at 20 µM | 330,000 compounds, 0.02% hits | AID 504414, 2011;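 active means highest replicate inhibition of at least 40%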;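 further: plate controls were DMSO neutral control wells for no effect and unlabeled competitor peptide control wells for full effect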
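System: tagged CAL PDZ domain. Schedule: 1 h room-temperature incubation prior to read. Signal: fluorescence polarization (mP). Measure: percent inhibition from loss of millipolarization.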
PKA-R2B act – activators of PKA-R2B holoenzyme, primary screen, biochemical, fluorescence polarization, Cy5-IP20, human | cAMP-dependent protein kinase catalytic subunit beta (Homo sapiens) + cAMP-dependent … | PKA-R2B holoenzyme dissociation; R2B truncated from residue 108, S112A mutant; 0% DMSO only, 100% 113 µM cGMP | activation, % at 11.4 µM | 340,000 compounds, 0.079% hits | AID 504700, 2011;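 active means activation above a cutoff set at the mean over all compounds plus 3 SD, cut at about 18% in these data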;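 further: higher means more holoenzyme dissociation and a rise in polarization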
Target sequence (P31323 whole entry, looked up, other chains not shown, the tested form may be a part): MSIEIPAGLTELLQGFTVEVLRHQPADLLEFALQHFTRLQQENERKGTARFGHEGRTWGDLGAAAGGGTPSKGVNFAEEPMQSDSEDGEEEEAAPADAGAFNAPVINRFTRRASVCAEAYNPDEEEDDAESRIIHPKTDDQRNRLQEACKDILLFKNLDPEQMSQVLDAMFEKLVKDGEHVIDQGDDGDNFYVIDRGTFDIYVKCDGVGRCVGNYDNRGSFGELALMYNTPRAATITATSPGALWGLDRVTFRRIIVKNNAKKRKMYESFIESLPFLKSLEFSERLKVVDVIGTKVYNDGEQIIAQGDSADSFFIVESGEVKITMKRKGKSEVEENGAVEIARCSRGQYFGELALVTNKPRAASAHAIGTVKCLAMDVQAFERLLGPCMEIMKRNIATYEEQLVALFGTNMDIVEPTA
cardiac RTF act – cardiac RTF calcium sensitivity activators, primary screen, biochemical, IANBD-TnC fluorescence, EC20 calcium | Troponin I, cardiac muscle (Homo sapiens) + Troponin T, cardiac muscle (Homo sapiens) + … | IANBD-labeled TnC RTF fluorescence at EC20 calcium; 0% EC20 calcium, 100% full calcium | activation, % at 7.2 µM | 340,000 compounds, 0.24% hits;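 active means activation above the mean over all tested compounds plus 3 SD, cut at about 30% in these data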;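 further: rise in fluorescence read as greater calcium sensitivity of cardiac thin filaments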
RTF Ca sens inh – cardiac RTF calcium sensitivity inhibitors, primary screen, biochemical, IANBD-TnC fluorescence, EC70 calcium. IANBD-labeled cardiac RTF, Ca2+ fluorescence. AID 493244, 2011. 340,000 compounds, 0.12% hits. Troponin I, cardiac muscle (Homo sapiens) + Troponin T, cardiac muscle (Homo sapiens) + …. inhibition, % at 7.15 µM;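 active means inhibition above the mean inhibition of all tested compounds plus 3 SD, cut at about 17% in these data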;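 further: assay run at fixed EC70 calcium of 1.6 mM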
Rtt109 Vps75 – inhibitors of C. albicans Rtt109/Vps75 HAT, primary screen, biochemical, ThioGlo CoA-SH fluorescence, plate reader | Histone acetyltransferase RTT109 (Candida albicans (strain SC5314 / ATCC MYA-2876)), … | purified Rtt109/Vps75, 4 h | inhibition, % at 34.9 µM | 330,000 compounds, 0.16% hits;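 active means inhibition of at least 50% in every replicate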
SR-BI uptake up – activators of SR-BI mediated DiI-HDL uptake, primary screen, ldlA[mSR-BI] CHO cells, DiI fluorescence; 3 h; 100 = double the neutral-control signal; activation, % at 12.5 µM; 320,000 compounds, 0.096% hits; AID 504775, 2011;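 active means mean replicate activation of at least 60% and every replicate at or above 60%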;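 further: 0% = median plate neutral-control signal and 100% = twice that signal; values of inactives mirror those of a sister screen read the other way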
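system = CHO ldlA[mSR-BI] cells, LDL receptor-null, SR-BI overexpressing | medium = Ham's F12 with 0.5% BSA, HEPES 25 mM, pH 7.4 | probe or stimulus = DiI-HDL 10 µg/mL | compound dosing = single-point compound dose | incubation = compound exposure 3 h, 37 °C | technique = DiI fluorescence, bottom read | read-out = cell-associated DiI fluorescence as measure of HDL uptake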
Keap1 Nrf2 FP – Keap1-Nrf2 protein-protein interaction inhibitors, primary screen, biochemical, fluorescence polarization, single point. Kelch-like ECH-associated protein 1 (Homo sapiens), Q14145. Keap1 Kelch-Nrf2 peptide fluorescence polarization, 1536-well. inhibition, % at 9.4 µM. 340,000 compounds, 0.15% hits. AID 504523, 2011; in the data active means inhibition above about 12%;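 further: human Keap1 Kelch domain with fluorescein labeled Nrf2 9mer peptide probe; 0% = neutral control wells and 100% = peptide positive control; higher means more block of Keap1 binding to Nrf2 peptide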
DAGLB inh – DAGLB lipase inhibitors, primary screen, biochemical, fluorescence, HTS | HEK293T DAGLB membrane lysate, EnzChek fluorogenic substrate | inhibition, % at 5.17 µM | 340,000 compounds, 0.059% hits; in the data active means inhibition above about 34%;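 further: 0% = enzyme with vehicle and 100% = wells lacking enzyme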
Target sequence (Q8NCG7 whole entry, looked up): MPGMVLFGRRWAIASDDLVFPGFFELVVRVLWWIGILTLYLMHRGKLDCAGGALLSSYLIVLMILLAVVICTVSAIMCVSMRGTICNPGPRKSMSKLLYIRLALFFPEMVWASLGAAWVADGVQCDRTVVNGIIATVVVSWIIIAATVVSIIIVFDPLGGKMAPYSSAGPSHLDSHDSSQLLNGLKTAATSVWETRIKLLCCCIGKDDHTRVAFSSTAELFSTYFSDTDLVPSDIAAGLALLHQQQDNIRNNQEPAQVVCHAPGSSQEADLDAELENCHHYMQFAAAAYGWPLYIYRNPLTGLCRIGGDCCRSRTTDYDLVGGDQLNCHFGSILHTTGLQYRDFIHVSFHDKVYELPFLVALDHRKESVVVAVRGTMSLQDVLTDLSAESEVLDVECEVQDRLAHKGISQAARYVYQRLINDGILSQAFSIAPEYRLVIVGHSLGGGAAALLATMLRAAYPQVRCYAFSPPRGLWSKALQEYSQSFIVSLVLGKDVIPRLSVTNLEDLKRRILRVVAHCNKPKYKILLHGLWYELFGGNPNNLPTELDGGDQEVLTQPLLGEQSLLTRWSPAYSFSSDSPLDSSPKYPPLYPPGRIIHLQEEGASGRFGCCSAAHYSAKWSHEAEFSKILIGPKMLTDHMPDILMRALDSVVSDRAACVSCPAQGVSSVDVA
CAL PDZ FP-2 – untagged CAL PDZ binding inhibitors, primary screen, biochemical, fluorescence polarization, HTS. purified CAL PDZ, TMR-peptide fluorescence polarization, 1 h. Golgi-associated PDZ and coiled-coil motif-containing protein (Homo sapiens), Q9HD26. inhibition, % at 24.9 µM. 300,000 compounds, 0.92% hits. AID 602252, 2012;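 active means mean inhibition of at least 30% with at least half of replicates also reaching 30%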;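 further: 0% = DMSO neutral control and 100% = excess unlabeled competitor peptide PRC23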
C-LANA FP – inhibitors of KSHV C-LANA binding to DNA, primary screen, biochemical, fluorescence polarization, FAM-LBS DNA, MBP-C-LANA, single point; inhibition, % at 9 µM; Kaposi's sarcoma herpesvirus LANA C-terminal domain (residues 932-1162) DNA binding; 340,000 compounds, 0.078% hits;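 active means highest replicate inhibition at or above 60% at 9 µM, even if other replicates fall short; inactive means all replicates below 60% inhibition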;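 further: 0% = neutral control wells and 100% = 4 µM acridine orange control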
The depositor's hits bear a star; x = no result given. No enrichment for hits. About 1.6% of those tested had a hit in this group.

SMILES	CAL PDZ FP-1	PKA-R2B act	cardiac RTF act	RTF Ca sens inh	Rtt109 Vps75	SR-BI uptake up	Keap1 Nrf2 FP	DAGLB inh	CAL PDZ FP-2	C-LANA FP
CCOC(=O)C1CCN(c2nc(N)c3c(N)nc(SCC(=O)O)cc3c2C#N)CC1	1.5	1	4	-1	68*	-10	-15	-9	-5	8.5
CCOC(=O)C(C)c1nc2ccccc2[nH]c1=O (stereo not drawn)	-1.5	-15	6	-2	4	5	2	0	0	-0.2
COc1ccccc1CCNC(=O)C1CCCO1 (stereo not drawn)	x	-2	-11	3	5	7	-2	1	-5	-0.7
COc1ccc(NC(=O)CN(C)C(=O)c2ccc(-c3cccc(C(F)(F)F)c3)o2)cc1	0.7	-7	-2	2	1	18	-1	-1	-4	-0.4
C#CCN1C(C)=C(C(=O)OC)C(c2cccc([N+](=O)[O-])c2)C(C(=O)OCC)=C1C (stereo not drawn)	-0.2	-10	5	5	12	-13	-6	1	-2	-2.2
COCCn1c(-c2cccs2)csc1=Nc1cccnc1	-0.2	-1	-1	-9	6	18	1	3	-4	-1.0
Cc1ccc(S(=O)(=O)Nc2cccc(S(=O)(=O)N3CCCC3)c2)cc1C	-2.7	-4	-3	-3	-5	11	2	2	-5	0.4
COc1ccc(CN2CCNC(=O)C2CC(=O)NC2CCOCC2)c(F)c1 (stereo not drawn)	-0.5	-3	-4	-7	0	4	-2	0	-2	0.6
CC(C)(C)NC(=O)NC(=O)COc1ccccc1C#N	-2.0	5	8	0	5	12	-2	1	-2	-0.2
CC(=O)NC12CC3CC(C1)CC(C(=O)N(C)Cc1cccc(Cl)c1Cl)(C3)C2	-2.5	2	4	-5	3	-4	0	0	-2	1.7
CN(Cc1ccccc1)S(=O)(=O)c1ccc(Cl)c(C(=O)N2CCC(C(N)=O)CC2)c1	0.6	1	0	0	9	17	-3	-2	x	-2.1
O=C(CN1CCc2cc3c(cc2C1)OCCCO3)Nc1c(F)cccc1F	-1.1	3	3	-1	-7	7	-3	0	3	1.9
O=S(=O)(Nc1ncnc2sc3c(c12)CCC3)c1ccc(Cl)s1	-3.1	0	-1	-6	-9	-1	2	7	0	0.0
CC(NC(=O)c1ccccc1F)c1nnc(SCC(=O)NC2CCCC2)n1C (stereo not drawn)	-1.0	-3	-3	-12	-6	3	-6	-5	-2	0.4
COc1ccc(CN(CC(=O)NC2CCCC2)C(=O)c2ccc(-c3ccccc3)[nH]2)cc1	-4.3	-7	2	-7	-4	-14	-2	1	3	-0.6
Cn1c2ccccc2c2c(C(=O)N3CCN(c4ccccc4)CC3)cn(C3CCCC3)c(=O)c21	x	-9	3	-3	-15	4	-2	2	10	-1.4
CCCNc1c(NS(=O)(=O)c2cccc(C#N)c2)c(=O)oc2ccccc12	-1.1	8	5	-10	8	45	-1	-1	x	-0.3
CN(CCCNC(=O)C1CCCN(S(=O)(=O)c2cnc[nH]2)C1)c1ccccc1 (stereo not drawn)	-3.4	-5	11	-9	-7	11	-2	1	-6	-1.3
CCCCOC(=O)Cc1c(O)c2ccccc2[nH]c1=O	-0.8	3	1	-8	-6	19	-1	-1	-2	-0.2
Cn1c(SCC(=O)c2cc3ccccc3o2)nnc1-c1ccccc1	-1.6	1	4	-12	-4	x	-4	2	x	-1.0

Grouped by structure: the compounds so far with a Cl atom
SMILES	CAL PDZ FP-1	PKA-R2B act	cardiac RTF act	RTF Ca sens inh	Rtt109 Vps75	SR-BI uptake up	Keap1 Nrf2 FP	DAGLB inh	CAL PDZ FP-2	C-LANA FP
CC(=O)NC12CC3CC(C1)CC(C(=O)N(C)Cc1cccc(Cl)c1Cl)(C3)C2	-2.5	2	4	-5	3	-4	0	0	-2	1.7
CN(Cc1ccccc1)S(=O)(=O)c1ccc(Cl)c(C(=O)N2CCC(C(N)=O)CC2)c1	0.6	1	0	0	9	17	-3	-2	x	-2.1
O=S(=O)(Nc1ncnc2sc3c(c12)CCC3)c1ccc(Cl)s1	-3.1	0	-1	-6	-9	-1	2	7	0	0.0

The results go on.
SMILES	CAL PDZ FP-1	PKA-R2B act	cardiac RTF act	RTF Ca sens inh	Rtt109 Vps75	SR-BI uptake up	Keap1 Nrf2 FP	DAGLB inh	CAL PDZ FP-2	C-LANA FP
Cc1nn(C)c(Cl)c1NC(=O)OCc1ccccc1	-0.4	-3	6	-9	5	25	-5	-3	-1	1.1
COc1ccc(N2CCN(C(=O)Cn3nnc(-c4ccc(OC)c(OC)c4)n3)CC2)cc1	0.6	-9	0	1	-3	-28	0	2	-2	-0.2
O=[N+]([O-])c1cccc(-c2nnc(-c3ccc4c(c3)OCO4)o2)c1	-1.7	1	1	-5	-2	-44	2	-8	x	-1.8
COc1ccc(S(=O)(=O)Nc2cccc3c2O[C@H](CN(C)C(=O)NC(C)C)[C@@H](C)CN([C@H](C)CO)C3=O)cc1	-0.6	-1	-3	3	2	33	-4	0	0	-1.6
COc1ccc2c(=O)c(-c3ccc4c(c3)OCO4)coc2c1	0.2	-8	-2	-3	-14	-12	-2	-9	-6	0.6
O=C(NCc1ccco1)c1ccc(-c2cccc(Cl)c2)o1	-2.5	3	3	3	9	-9	1	-1	4	-1.5
COc1ccc(/C=C/C(=O)NC(=S)N2CCCC(C(N)=O)C2)cc1 (stereo not drawn)	-0.9	1	-5	-3	-21	24	1	3	-5	1.0
CCC(C)Sc1ccc(-c2nc3ccccn3c2NCc2ccccc2)cc1OC (stereo not drawn)	-3.6	-2	0	0	4	-21	-4	-4	-9	-5.2
Cc1nc(N2CCC(C(N)=O)CC2)c2nnn(Cc3ccccc3)c2n1	-1.5	-1	-1	-6	3	-1	-6	-1	x	-1.1
C=CCSc1nnc(NC(=O)COc2ccccc2)s1	-6.5	-5	3	0	0	0	-6	-2	-2	-0.6

Gathered by group: the compounds so far with a thiophene ring, fused or not
SMILES	CAL PDZ FP-1	PKA-R2B act	cardiac RTF act	RTF Ca sens inh	Rtt109 Vps75	SR-BI uptake up	Keap1 Nrf2 FP	DAGLB inh	CAL PDZ FP-2	C-LANA FP
COCCn1c(-c2cccs2)csc1=Nc1cccnc1	-0.2	-1	-1	-9	6	18	1	3	-4	-1.0
O=S(=O)(Nc1ncnc2sc3c(c12)CCC3)c1ccc(Cl)s1	-3.1	0	-1	-6	-9	-1	2	7	0	0.0

Another view of some results above.
CN(Cc1ccccc1)S(=O)(=O)c1ccc(Cl)c(C(=O)N2CCC(C(N)=O)CC2)c1
  CAL PDZ FP-1: 0.6
  PKA-R2B act: 1
  cardiac RTF act: 0
  RTF Ca sens inh: 0
  Rtt109 Vps75: 9
  SR-BI uptake up: 17
  Keap1 Nrf2 FP: -3
  DAGLB inh: -2
  CAL PDZ FP-2: x
  C-LANA FP: -2.1
CCC(C)Sc1ccc(-c2nc3ccccn3c2NCc2ccccc2)cc1OC (stereo not drawn)
  CAL PDZ FP-1: -3.6
  PKA-R2B act: -2
  cardiac RTF act: 0
  RTF Ca sens inh: 0
  Rtt109 Vps75: 4
  SR-BI uptake up: -21
  Keap1 Nrf2 FP: -4
  DAGLB inh: -4
  CAL PDZ FP-2: -9
  C-LANA FP: -5.2

Next entries follow:
SMILES	CAL PDZ FP-1	PKA-R2B act	cardiac RTF act	RTF Ca sens inh	Rtt109 Vps75	SR-BI uptake up	Keap1 Nrf2 FP	DAGLB inh	CAL PDZ FP-2	C-LANA FP
Cc1sc2ncnc(SCC(=O)NCC3CCCO3)c2c1C (stereo not drawn)	-0.6	3	2	8	-10	8	-2	2	-4	-0.3
Cc1ccccc1-c1nc(C#N)c(N2CCC(C)CC2)o1	-0.5	-5	-7	12	8	-13	-1	-18	-4	-0.3
CC(=O)c1ccc(NC(=O)c2cc(Cl)sc2Cl)cc1	-4.1	3	10	-5	-15	5	-6	-1	-1	0.1
Cc1ccc(-c2nc3ncccn3c2NC(=O)C2CC2)cc1	-1.4	4	-3	-3	-2	24	3	-4	-3	-0.3
Cc1ccc(NC(=O)COC(=O)c2ccccc2Cl)cc1S(=O)(=O)N(C)C	-2.5	-4	-3	5	4	17	-1	-2	-1	-0.3
CCN(CC(=O)NCc1ccc(Cl)cc1)C(=O)CCc1ccccc1O	-1.3	-10	-2	-13	8	-8	0	2	-4	1.5
Cc1ccc(NC(=O)C2=C(C(=O)O)CCCC2)cc1Br	-0.8	1	-1	-2	-2	4	-1	-2	-1	-1.4
CC(C)Cc1csc(=S)[nH]1	0.3	-4	-3	-2	9	-2	2	3	-4	0.3
COC(=O)CNC(=O)C1Nc2ccc(OC(F)(F)F)cc2C2C=CCC12 (stereo not drawn)	0.1	-10	-6	3	8	10	0	-6	-1	0.8
O=C(Nc1ccc(F)c(F)c1)c1cnc(-c2ccccc2)nc1-c1ccccc1	0.8	-7	3	-4	1	-29	7	-6	-1	-2.8
COc1cccc(C2C(C(=O)c3cc4cccc(OC)c4o3)=C(O)C(=O)N2c2cc(C)on2)c1OC (stereo not drawn)	-2.9	2	-4	-2	31	19	-4	3	-9	0.4
O=C(NNc1c(Cl)cccc1Cl)c1ccno1	0.2	-1	-1	6	5	13	0	-1	-2	1.8
CCOC(=O)N1CCN(c2nnc(-c3ccc(C)cc3)c3ccccc23)CC1	-5.9	3	7	-10	1	-28	1	-1	-9	-0.7
O=C(NCc1ccco1)C(=O)N1CCCC1	-0.6	-3	-7	-14	-3	x	0	-2	-5	0.4
Cc1ccc(Nc2c([N+](=O)[O-])c(=O)oc3ccccc23)cc1	-0.7	-6	-2	3	7	-30	3	4	-4	0.7
CCc1ccc(N2CCN(CCNC(=O)Nc3ccc(OC)cc3)CC2)cc1	-0.4	-2	-3	-7	-3	-9	3	-2	0	-0.4
COc1ccccc1/C=C/C(=O)OCCCN(C)C	-1.2	9	-10	1	-1	27	-2	0	-3	-1.6
NC(=O)COc1ccc(NC(=O)c2ccccc2-c2ccccc2)cc1	-2.7	-17	-4	1	-11	29	1	-1	-2	-0.6

Screens (PubChem BioAssay)
